# CHRM4 antagonist: CHRM4 antagonism in calcium assay; 360,000 compounds, 0.73% hits; inhibition, % at 3 µM; AID 624125; CHO-hM4 cells, ACh EC80, Fluo-8 calcium fluorescence;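 active = inhibition above its plate's cutoff, the mean inhibition of sample wells plus 3 SD, cut at about 27% in these data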;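 also: 0% = acetylcholine EC80 with DMSO and 100% = DMSO without agonist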
# Target sequence (P08173 whole entry, looked up): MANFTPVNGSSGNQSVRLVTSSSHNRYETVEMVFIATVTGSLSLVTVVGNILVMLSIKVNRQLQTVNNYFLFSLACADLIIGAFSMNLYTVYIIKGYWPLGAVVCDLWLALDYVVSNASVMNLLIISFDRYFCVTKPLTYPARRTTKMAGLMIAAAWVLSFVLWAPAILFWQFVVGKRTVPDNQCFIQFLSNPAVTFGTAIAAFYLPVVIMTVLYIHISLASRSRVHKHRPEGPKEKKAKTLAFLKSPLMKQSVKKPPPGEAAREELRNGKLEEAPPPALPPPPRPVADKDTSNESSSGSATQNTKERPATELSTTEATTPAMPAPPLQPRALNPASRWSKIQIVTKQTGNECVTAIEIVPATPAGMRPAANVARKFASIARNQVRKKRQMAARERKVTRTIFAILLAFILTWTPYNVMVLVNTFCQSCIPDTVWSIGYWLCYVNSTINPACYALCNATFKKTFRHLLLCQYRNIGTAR
# M4 ag: CHRM4 agonism in calcium assay; activation, % at 3 µM; P08173; CHO-K1 hM4/Gqi5, Fluo-8 calcium fluorescence; vehicle 0%, full acetylcholine response 100%; 360,000 compounds, 0.14% hits;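 active = activation above the run mean over all test wells plus 3 SD, cut at about 32% in these data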;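 also: peak over basal fluorescence ratio per well then scaled between controls; 0% = DMSO wells and 100% = acetylcholine at EC100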
# CRFR2-BP ag: CRF-BP/CRF-R2 complex agonism; HEK293 CRF-R2/CRF-BP, calcium dye fluorescence (FLIPR); percent of saturating CRF peptide response; 350,000 compounds, 0.46% hits; activation, % at 13.2 µM;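 active = activation of at least 50%, plus an integration ratio under a set limit after plate pattern correction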;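 also: plate controls were neutral control wells without compound for no effect and CRF at EC100 for full effect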
# M5 antag: blocks acetylcholine activation of human M5 receptor. P08912. CHO-hM5 cells, Fluo-8 calcium fluorescence, ACh EC80. AID 624040. 360,000 compounds, 0.59% hits. inhibition, % at 3 µM;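 active = inhibition above a per-plate cutoff, the mean of that plate's test compounds plus 3 SD, cut at about 27% in these data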;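 also: 0% = acetylcholine EC80 with DMSO and 100% = DMSO without agonist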
# M5 PAM: positive allosteric modulators of human muscarinic M5 receptor | CHO-K1 hM5, Fluo-8 calcium, ACh EC20 PAM; 0% = ACh EC20, 100% = ACh EC100 | 360,000 compounds, 0.3% hits | P08912 | AID 624038 | activation, % at 3 µM;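 active = activation above the run cutoff, the mean activation of all test compounds plus 3 SD, cut at about 18% in these data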
#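 System: CHO-K1 hM5 cells. Reagent: acetylcholine, EC20 level. Compound dosing: single dose, 3 µM nominal final test concentration. Timing: Post-acetylcholine fluorescence recording 140 s. Detection: Fluo-8 calcium fluorescence. Read-out: % activation, ACh-normalized. Benchmarks: ACh EC20 and EC100 wells. Repeats: singlicate, one well per test compound.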
# CHRM5 agonist: agonists of human muscarinic M5 receptor (CHRM5); P08912; activation, % at 3 µM; 360,000 compounds, 0.19% hits; CHO-K1 hM5 cells, Fluo-8 calcium fluorescence; 0% DMSO wells, 100% maximal acetylcholine response;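 active = activation above the run's mean over test compounds plus 3 SD, cut at about 23% in these data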;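 also: signal is peak over basal fluorescence ratio across the kinetic read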
# M1 PAM: positive allosteric modulators of human M1 muscarinic receptor. CHO-K1 hM1, Fluo-8 calcium fluorescence, ACh EC20; 0% = ACh EC20, 100% = maximal ACh. activation, % at 3 µM. 360,000 compounds, 0.088% hits; in the data active = activation above about 19%, passing the limit was not always enough
# Target sequence (P11229 whole entry, looked up): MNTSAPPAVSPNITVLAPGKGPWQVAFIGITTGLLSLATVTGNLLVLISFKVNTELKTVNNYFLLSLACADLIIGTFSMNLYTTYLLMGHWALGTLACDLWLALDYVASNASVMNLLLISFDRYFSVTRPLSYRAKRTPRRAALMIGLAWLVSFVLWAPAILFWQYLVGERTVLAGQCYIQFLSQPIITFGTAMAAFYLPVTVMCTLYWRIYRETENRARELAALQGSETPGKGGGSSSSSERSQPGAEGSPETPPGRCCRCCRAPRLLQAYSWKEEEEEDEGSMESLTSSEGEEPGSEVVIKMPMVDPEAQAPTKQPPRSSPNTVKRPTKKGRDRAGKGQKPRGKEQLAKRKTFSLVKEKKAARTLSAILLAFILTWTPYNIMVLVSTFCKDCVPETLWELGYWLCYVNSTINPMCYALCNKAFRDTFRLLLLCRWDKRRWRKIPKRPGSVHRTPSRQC
# CRFBP-R2 block: CRF-BP/CRF-R2 complex antagonism | HEK293 CRF-R2/CRF-BP, CRF-induced calcium fluorescence | inhibition, % at 11.8 µM | 350,000 compounds, 0.59% hits;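 active = inhibition of the ligand-induced calcium signal above about 50% at the single tested concentration, limit read from the data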
# M4 PAM: potentiates acetylcholine response at human M4 receptor. CHO-K1 hM4/Gqi5, Fluo-8 calcium fluorescence, ACh EC20; 0% = ACh EC20, 100% = maximal ACh. activation, % at 3 µM. 360,000 compounds, 0.4% hits. AID 624126;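 active = activation above its plate's cutoff, the mean activation of sample wells plus 3 SD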; also: some results filed as inactive read as strong as hits
# Active calls of the source: *; · = no result given.
SMILES,CHRM4 antagonist,M4 ag,CRFR2-BP ag,M5 antag,M5 PAM,CHRM5 agonist,M1 PAM,CRFBP-R2 block,M4 PAM
Cc1cc(C(C)(C)C)cc(C)c1S(=O)(=O)N1CC(=O)Nc2ccccc21,7.2,-1.0,-0.6,6.6,-1.6,-5.5,7.4,0.3,-6.2
CC1(C)CC(=O)C2=C(C1)N(c1ccccc1)C(N)=C(C#N)C2c1ccsc1 (stereo unspecified),-0.9,-1.6,0.4,-1.0,1.6,-2.3,12.4,-6.2,10.1
COCCCn1c(SCC(=O)NNC(=O)c2cccc(O)c2)nnc1-c1ccncc1,0.0,0.8,0.6,1.0,2.2,0.1,3.5,-1.6,-4.8
C=CCn1cc(C(=O)NCCOC)c(=O)c2cc(S(=O)(=O)N(CC)CC)ccc21,8.9,0.9,-0.1,-4.8,3.1,-1.3,3.0,0.7,8.2
COc1ccccc1N(CC(=O)NCCSCc1ccc(C)cc1)S(=O)(=O)c1ccccc1,15.4,12.4,2.4,13.6,-8.6,-2.3,-7.0,8.0,-13.6
O=C(Nc1ccc(S(=O)(=O)N2CCCC2)cc1)C1CC(=O)N(c2ccc(F)cc2)C1 (stereo unspecified),-11.8,1.8,0.4,1.3,3.1,0.1,6.3,-4.8,6.9
O=C(COC(=O)c1ccccc1SCC(=O)NC1CCCCC1)NC1CCCCC1,2.7,0.3,1.5,-10.7,4.5,0.2,8.7,8.4,21.6
COc1ccc(CN(CC2CCCO2)C(=O)CN2C(=O)C(C)Oc3ccc(C)cc32)cc1OC (stereo unspecified),13.4,12.0,-1.1,3.8,-51.3,2.3,-8.2,-8.4,-14.3
O=S(=O)(N[C@H](CO)c1ccccc1)c1ccc(Br)cc1F,7.1,0.7,-2.2,5.4,-2.1,0.7,8.1,-3.0,-3.6
CCOc1ccc(C(=O)NC(=S)Nc2ccc(N3CCC(C)CC3)cc2)cc1[N+](=O)[O-],-5.5,0.1,1.5,1.1,-1.9,0.4,8.4,-9.0,0.9
CSc1nc2nc3c(cc2c(=O)n1-c1cccc(C)c1)COC(C)(C)C3,-9.8,2.3,-1.4,-1.8,-4.0,1.9,1.0,-1.5,-2.1
Cc1ccc(OC(C)C(=O)Nc2ccc(F)cc2)c([N+](=O)[O-])n1 (stereo unspecified),10.9,1.7,0.4,10.9,-1.5,0.5,7.1,-5.7,4.3
O=C(Cc1ccc(NS(=O)(=O)c2ccc(F)cc2)cc1)NCc1cccnc1,7.9,0.6,3.4,6.5,0.8,-3.8,9.4,-2.8,-4.3
COc1cc(-c2c(C(=O)c3ccccc3)[nH]c(N)c2C(N)=O)ccc1F,-7.4,4.7,·,2.2,-3.3,3.6,·,·,9.3
O=C(COC(=O)c1cccc(Cl)c1)NCCN1C(=O)CSC1=O,-15.6,1.9,-4.0,-4.2,3.6,-2.4,-2.0,17.0,25.9
COc1cc([N+](=O)[O-])ccc1NC(=S)NNC(=O)c1ccc2c(c1)OCO2,-10.4,8.1,0.8,13.1,-6.2,7.8,3.2,5.7,-1.2
C/C=C/c1ccc(OCCCCN2CCC(C)CC2)c(OC)c1,5.1,-0.6,1.2,7.5,6.3,-12.5,-7.2,-16.9,-5.1
Cc1cccc(NC(=O)C2CCN(S(=O)(=O)c3ccc4c(c3)OCCO4)CC2)n1,-3.1,3.3,0.1,12.8,-3.5,2.1,-4.0,30.6,6.2
CCOC(=O)N1CCC(Nc2ncnc3c2cnn3-c2ccc(C)cc2C)CC1,3.1,2.2,0.3,0.0,-7.3,4.8,-8.2,11.6,-2.4
Cc1cc(=O)nc2c3ccccc3n(CC(=O)NCCCN3CCOCC3)n12,-7.7,-0.8,4.5,-16.2,-1.5,-8.0,3.0,-12.8,-1.3
COC(=O)c1c(NC(=O)C2c3ccccc3Oc3ccccc32)sc(C)c1C,-12.8,0.4,2.2,-9.5,7.1,0.6,3.4,11.5,12.3
CCCNCC(=O)Nc1sc2c(c1C(=O)Nc1c(C)n(C)n(-c3ccccc3)c1=O)CCCC2,0.3,0.0,-1.4,3.1,-1.2,-2.1,9.8,0.1,7.4
Cc1ccc(NC(=O)COC(=O)c2ccco2)cc1,1.8,0.7,-0.7,4.6,-3.3,-1.7,-5.3,-8.0,-5.6
Cc1ccc(NC(=O)CN2C(=O)C3C4C=CC(C4)C3C2=O)cc1S(=O)(=O)N(C)C (stereo unspecified),-7.9,2.4,-0.7,-13.4,3.2,0.6,10.2,-8.2,-1.9
CCCCOc1ccc(C(C)NC(=O)CCS(=O)(=O)Cc2ccc(C)cc2)cc1 (stereo unspecified),-3.4,2.4,1.4,-0.1,1.6,3.3,9.6,-36.8,-2.0
OCC1(Cc2ccccc2)CCN(C2CCN(c3ccc(F)c(F)c3)CC2)CC1,5.0,9.9,5.2,4.3,-14.8,-5.3,-16.6,-29.4,-12.3
Cn1cccc1CNC(=O)Nc1ccccc1,2.0,1.2,1.8,1.5,1.5,-3.3,2.2,26.0,1.1
O=C(CC1C(=O)NCCN1Cc1ccccc1F)NC1CCCCCC1 (stereo unspecified),5.6,0.7,·,3.1,-5.1,-4.0,8.5,·,1.7
CC(=NNC(=S)Nc1ccccc1)c1ccccn1,6.9,-0.3,0.2,3.4,2.5,-1.3,0.1,-25.3,-4.9
O=C(Nc1ccc(NC(=O)c2ccc(S(=O)(=O)c3ccccc3)cc2)cc1)c1ccccc1,5.0,0.0,0.3,-2.0,-0.9,-1.8,8.0,-18.3,-8.0
Cc1c(C(=O)OC(C)C)[nH]c2c1C(=O)CC(C)(C)C2,-14.3,0.9,1.0,-7.8,7.6,1.9,6.4,-0.7,13.1
CCN(Cc1ccccc1)C(c1cc2ccc(C)cc2[nH]c1=O)c1nnnn1CCOC (stereo unspecified),11.9,0.3,-1.7,13.8,-7.8,-0.8,12.9,4.8,0.4
CN(CCC#N)C(=O)c1cc2c(Cl)nc3ccccc3c2s1,-4.4,0.4,2.9,2.9,-1.1,0.5,19.5,-8.3,5.0
O=C(CC[C@H]1O[C@@H](n2cnc3c(NC(=O)c4ccccc4)ncnc32)[C@H](O)[C@@H]1O)NCCc1cc2ccccc2[nH]1,-9.4,0.0,·,-12.3,4.8,2.9,2.5,·,10.9
COCCCNC(=S)N1CCCN(c2nc3cc(C)c(C)cc3cc2C#N)CC1,-0.8,2.0,-1.7,-3.9,-6.4,-2.7,7.1,-6.5,-3.0
COCCCNC(=O)c1cc2c(=O)n(C)c3ccccc3c2n1C,0.1,10.9,-2.6,9.6,-18.2,0.4,-11.4,-4.6,-4.0

# Random excerpt: three compounds from above, in no set order.
SMILES,CHRM4 antagonist,M4 ag,CRFR2-BP ag,M5 antag,M5 PAM,CHRM5 agonist,M1 PAM,CRFBP-R2 block,M4 PAM
CCOC(=O)N1CCC(Nc2ncnc3c2cnn3-c2ccc(C)cc2C)CC1,3.1,2.2,0.3,0.0,-7.3,4.8,-8.2,11.6,-2.4
Cn1cccc1CNC(=O)Nc1ccccc1,2.0,1.2,1.8,1.5,1.5,-3.3,2.2,26.0,1.1
CCCNCC(=O)Nc1sc2c(c1C(=O)Nc1c(C)n(C)n(-c3ccccc3)c1=O)CCCC2,0.3,0.0,-1.4,3.1,-1.2,-2.1,9.8,0.1,7.4

# Carrying on.
SMILES,CHRM4 antagonist,M4 ag,CRFR2-BP ag,M5 antag,M5 PAM,CHRM5 agonist,M1 PAM,CRFBP-R2 block,M4 PAM
CCc1sc(C(=O)NC)cc1Br,-8.0,0.7,0.3,-9.6,3.1,1.3,0.1,-16.6,5.3
CCN1CCN(C(=O)N2CCOCC2)CC1,1.7,1.0,0.5,8.5,-6.5,-3.0,1.6,-15.2,-1.5
Cc1cnc(C(=O)Nc2ccc(N3CCOCC3)cc2)cn1,2.5,1.2,-0.2,-2.1,-6.2,0.1,4.8,13.8,5.3
CCOC(=O)N1CCN(C(=O)CCN2C(=O)COc3ccc(C)cc32)CC1,2.5,-0.2,-1.9,-0.7,-2.3,2.2,7.5,8.9,-0.6
O=C(CNC(=O)c1ccco1)NCC(=O)OCc1ccc(Cl)cc1,4.4,1.0,-1.3,0.3,9.8,-1.0,7.0,8.2,10.0
NS(=O)(=O)c1ccc(NC(=O)COC(=O)CCc2c[nH]c3ccccc23)cc1,12.1,10.8,-3.4,13.6,-18.8,1.7,4.3,-0.1,-13.3
CCc1noc(C)c1C(=O)Nc1cccc2ncccc12,-4.0,1.9,-1.4,9.0,0.6,-3.9,14.7,2.7,16.1
COC(=O)C1=C(C)N(Cc2ccc(OC)cc2)C(=O)C1,-4.0,1.1,-1.5,-4.5,-4.8,2.0,6.6,8.5,1.1
COc1ccc(S(=O)(=O)N2CCOC2CNC(=O)C(=O)NCc2ccc3c(c2)OCO3)cc1OC (stereo unspecified),-17.8,5.3,-0.3,-9.0,2.6,-1.4,-4.7,-8.0,10.2
CCOc1ccc(C(=O)NC2CCN(CC(=O)NCc3cccs3)CC2)cc1,-9.4,0.4,-0.2,-3.2,8.3,-3.1,0.5,8.0,8.1
O=S(=O)(NCCc1ccccc1)c1ccc(Br)s1,-0.8,-0.7,-9.2,2.3,-2.8,-6.3,0.6,3.8,-0.5
CC(C)=CCCC(C)=CCN1C(=O)CN(C)C1=O,-6.1,-0.2,-1.7,1.4,1.5,-1.7,3.0,-9.3,3.5
CCN(CC)S(=O)(=O)c1ccc(C(=O)N2CCN=C2SC)cc1,-10.8,1.2,-2.2,3.5,-6.8,2.3,9.4,11.3,6.6
CCOC(=O)C1(Cc2ccc(OC)cc2)CCN(C(=O)c2ccoc2C)CC1,-4.3,2.3,-6.5,1.5,8.7,-2.0,11.1,-5.8,-6.0
COc1ccc(S(=O)(=O)N2CCC(C(=O)NCc3cccs3)CC2)cc1,4.0,6.1,-2.8,13.9,-5.6,1.9,0.3,7.6,-5.3
Cn1c(CN2CCN(C(=O)c3ccco3)CC2)nc2cc([N+](=O)[O-])ccc21,3.1,-0.4,-3.9,1.0,-6.3,2.9,4.2,-13.1,-2.6
Cc1noc(C)c1NC(=O)Nc1ccc2c(c1)C(=O)N([C@H](C)CO)C[C@H](C)[C@@H](CN(C)S(=O)(=O)c1cccs1)O2,-2.9,1.3,-1.0,8.2,8.7,-0.2,1.8,-1.8,8.5
CCOC(=O)/C(N=Nc1ccc(F)cc1)=C(/O)c1ccc([N+](=O)[O-])cc1,0.3,1.4,6.5,2.7,3.1,0.6,1.4,13.4,0.9
CC1=NN(C(=O)Cc2ccccc2)C(O)(c2ccccc2)C1 (stereo unspecified),-0.8,0.8,-1.0,-0.9,-3.9,-3.3,-17.1,1.4,-7.5
CC(=O)c1cccc(NS(=O)(=O)c2ccc(NC(=O)N3CCCCC3)cc2)c1,3.1,8.5,5.6,10.6,-4.8,-0.5,-11.9,-14.7,-5.7
CN(CC(=O)Nc1ccc(Cl)c(C(F)(F)F)c1)C(=O)c1cccc(N2C(=O)CCC2=O)c1,-2.4,16.2,0.1,0.9,-15.5,6.7,-9.1,-4.4,-3.1

# Single records (already shown).
# `CC(=O)c1cccc(NS(=O)(=O)c2ccc(NC(=O)N3CCCCC3)cc2)c1` is listed as CHRM4 antagonist = 3.1; M4 ag = 8.5; CRFR2-BP ag = 5.6; M5 antag = 10.6; M5 PAM = -4.8; CHRM5 agonist = -0.5; M1 PAM = -11.9; CRFBP-R2 block = -14.7; M4 PAM = -5.7
# `CC(C)=CCCC(C)=CCN1C(=O)CN(C)C1=O` is listed as CHRM4 antagonist = -6.1; M4 ag = -0.2; CRFR2-BP ag = -1.7; M5 antag = 1.4; M5 PAM = 1.5; CHRM5 agonist = -1.7; M1 PAM = 3.0; CRFBP-R2 block = -9.3; M4 PAM = 3.5

# Bioassay records (PubChem BioAssay)
